Compound activity from PubChem.
PLK1 PBD inh – inhibitors of human Plk1 polo box domain binding; Plk1 PBD phosphopeptide binding, fluorescence polarization; inhibition, %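 (tested at about 20 µM)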; actives 0.13% (n = 97,000); in the data active = inhibition above about 34%, passing the limit was not always enough
Target sequence (P53350 whole entry, looked up, the tested form may be a part): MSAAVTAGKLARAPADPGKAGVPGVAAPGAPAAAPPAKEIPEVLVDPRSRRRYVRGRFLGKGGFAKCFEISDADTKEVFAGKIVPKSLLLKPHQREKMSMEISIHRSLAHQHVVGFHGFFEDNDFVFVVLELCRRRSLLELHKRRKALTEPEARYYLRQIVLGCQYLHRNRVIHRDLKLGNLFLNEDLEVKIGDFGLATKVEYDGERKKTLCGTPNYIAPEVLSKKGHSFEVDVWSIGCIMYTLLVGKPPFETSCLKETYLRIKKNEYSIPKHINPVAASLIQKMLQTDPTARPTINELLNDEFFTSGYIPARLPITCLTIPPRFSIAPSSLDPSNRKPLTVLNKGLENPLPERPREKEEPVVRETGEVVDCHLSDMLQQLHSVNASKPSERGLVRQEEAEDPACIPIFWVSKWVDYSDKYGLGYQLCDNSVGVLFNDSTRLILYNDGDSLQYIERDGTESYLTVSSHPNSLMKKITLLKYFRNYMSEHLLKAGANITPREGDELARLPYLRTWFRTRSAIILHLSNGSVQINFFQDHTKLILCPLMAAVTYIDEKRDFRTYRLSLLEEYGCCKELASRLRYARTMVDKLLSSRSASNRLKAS
F-actin modifier – cytoskeleton assembly modification. actives 0.18% (n = 91,000). AID 836. inhibition, % at 2 µM. HUVEC TNFa F-actin phalloidin imaging, high content;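 active = inhibition above the batch mean plus 3 SD and confirmed as a hit by visual image inspection, cut at about 30% in these data, passing the limit was not always enough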; also: strong numbers were not always called active
HUVEC tox TNFa – HUVEC cytotoxicity counter-screen, TNF alpha stimulated; HUVEC TNFalpha-stimulated, Hoechst cell count, imaging; cell count reduction, % at 2 µM; AID 848; actives 0.17% (n = 93,000);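 active = cell count reduction exceeding the screen mean by over 5 SD, scaled to untreated wells per plate, cut at about 78% in these data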;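 also: cells counted after 24 h of TNF alpha exposure following the 1 h pretreatment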
E coli WT exp – blocks growth of wild type E. coli BW25113. OD600 absorbance. growth inhibition, % at 100 µM. actives 0.15% (n = 98,000);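 active = growth inhibition above about 50% at one test dose, limit read from the data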;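 also: growth measured after 20 h incubation at 37 °C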
VCAM1 TNFa inh – reduces TNF alpha induced VCAM1 expression in HUVEC. HUVEC TNFa-induced VCAM-1 immunofluorescence, high-content imaging. inhibition, % at 2 µM. actives 0.48% (n = 95,000). AID 802;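 active = inhibition above the batch mean plus 3 SD, with images confirmed as a hit by eye, cut at about 37% in these data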;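 also: 0% = TNF-stimulated DMSO wells and 100% = unstimulated control wells; not every result past the cut was called active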
PLK1 kinase inh – PLK1 (human) kinase inhibition. actives 0.53% (n = 97,000). P53350. recombinant PLK1 kinase, TR-FRET peptide phosphorylation. inhibition, % at 10 µM;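 active = inhibition of 50% or more in the single-concentration screen; inactive = inhibition below 50%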;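 also: 0% = DMSO max control and 100% = H-89 dihydrochloride min control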
DAT uptake mod – human DAT dopamine uptake with cocaine, either direction. Q01959. LLC-PK1 hDAT cells, [14C]-dopamine uptake with cocaine IC80; actives deviate in either direction. B-score at 10 µM. actives 1.3% (n = 110,000);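 active = Z score or B-score, a plate-position-corrected score, falls beyond the plate's 99.7% confidence bounds, in either direction; inactive = both scores lie inside the 99.7% bounds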;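 also: scored against the spread of the other compound wells on the same plate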
HUVEC tox IL1B – HUVEC cytotoxicity counter-screen, IL-1B stimulated. HUVEC cell count loss, Hoechst imaging. cell count reduction, % at 2 µM. actives 0.41% (n = 94,000);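 active = cell count reduction more than 3 SD above the screen-wide mean, cut at about 70% in these data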;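 also: normalized per plate to untreated control cells as the no-loss baseline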
sEH inh – inhibitors of human soluble epoxide hydrolase; recombinant human sEH enzymatic activity assay; inhibition, % at 2 µM; actives 0.34% (n = 91,000); AID 707; in the data active = inhibition above about 80%; also: values of inactives mirror those of a sister screen read the other way; many of its hits are not listed in these tables
The depositor's hits bear a star; nt = no result given.

SMILES	PLK1 PBD inh	F-actin modifier	HUVEC tox TNFa	E coli WT exp	VCAM1 TNFa inh	PLK1 kinase inh	DAT uptake mod	HUVEC tox IL1B	sEH inh
Cc1cccc(OCC(=O)N/N=C\c2cc3c(cc2[N+](=O)[O-])OCO3)c1C	-42.9	-11.4	-6.0	-13.0	3.1	-5.9	-0.447	nt	73.5
CCCN1C(=O)SC(CC(=O)Nc2cccc3ccccc23)C1=O (stereo unspecified)	-6.3	-14.0	5.4	nt	1.5	-9.8	-0.17	6.1	7.0
CCn1c(CNC(=O)COC)nc2ccccc21	2.4	7.9	-8.2	5.0	3.1	-6.1	-0.44	2.2	11.2
CCCN(CCC)c1nc(C)cc(C(C#N)c2nc3ccccc3o2)n1 (stereo unspecified)	-13.3	-35.6	37.0	-8.0	17.3	-8.8	-0.706	2.5	-4.0
COc1ccc(-c2noc(C3CCCN(S(=O)(=O)c4cccc(Cl)c4C)C3)n2)cc1OC (stereo unspecified)	-5.8	9.7	-2.5	-9.0	3.3	1.1	0.454	28.1	3.4
O=C(NCC(=O)N(CC1CCCO1)C(C(=O)NC1CCCC1)c1cccnc1)c1ccco1 (stereo unspecified)	4.8	6.5	-13.7	0.0	3.6	-4.0	-0.342	6.5	1.6
Cc1cc(-c2[nH]nc3c2C(c2ccc(Cl)cc2)C(C#N)=C(N)O3)c(C)s1 (stereo unspecified)	2.8	9.9	-18.2	nt	8.1	-12.2	0.365	-17.9	1.5
CC(C)Cn1nc(NC(=O)C2CCCO2)c2cc3ccccc3nc21 (stereo unspecified)	11.1	-17.9	-8.6	0.0	-3.6	-10.2	nt	-5.2	2.2
CC1CCc2nc(NC(=O)C3COc4ccccc4O3)sc2C1 (stereo unspecified)	32.2	-3.8	-21.2	-9.0	12.9	11.6	-0.23	-46.7	6.9
CC1=C(C#N)C(c2ccoc2)C(C(=O)OCc2ccccc2)=C(N)S1 (stereo unspecified)	20.3	-10.4	1.9	10.0	-1.3	-4.7	0.209	-61.5	5.3
Cc1cc(=O)oc2cc(OCC(=O)Nc3nnc(CC(C)C)s3)ccc12	-0.1	18.3	-21.5	-7.0	5.7	-14.0	1.2	-13.1	nt
CCn1c(SCC(=O)NC2CCCCC2)nnc1-c1cccs1	-6.8	-5.7	2.2	-2.0	-16.1	-11.3	0.619	-2.9	-9.0
Cc1cc2oc(=O)cc(C)c2cc1NC(=O)CCC(=O)O	8.3	7.5	-30.0	3.0	-1.1	-8.5	-0.405	-19.6	-6.1
CCOC(=O)c1ccc(NC(=O)C(=O)NCC2CCCO2)cc1 (stereo unspecified)	1.0	7.7	2.5	1.0	10.3	-11.8	-0.69	-22.0	-2.4
Cc1cc(C)c2cc(CN(Cc3cccs3)Cc3nnnn3CC3CCCO3)c(=O)[nH]c2c1 (stereo unspecified)	13.4	43.3	1.7	-6.0	-3.7	-5.0	1.36	15.5	-12.0
CC(=O)Nc1cccc(NC(=O)c2cc3ccccc3o2)c1	13.9	-32.5	-8.9	5.0	5.5	-14.0	0.408	-22.7	-7.6
CC(=O)Nc1nc(C)c(Oc2ccc(Cl)cc2Cl)c(=O)[nH]1	-22.8	nt	36.0	4.0	-14.4	-8.3	0.45	1.8	-9.3
O=S(=O)(Cc1ccccc1Cl)Nc1ccccn1	-11.1	-1.3	-7.1	4.0	-1.0	-11.5	-0.582	-4.3	-1.4
O=C(O)CCC(=O)Nc1nc2ccccc2s1	10.6	-2.0	5.3	-9.0	2.6	-9.8	1.91	-23.2	-4.8
CN(C)c1cccc(C(=O)NCC2CCCO2)c1 (stereo unspecified)	13.9	8.5	-19.5	1.0	-8.1	-6.6	-1.34	-5.7	8.3
CC(=O)N(Cc1cc2c(C)cc(C)cc2[nH]c1=O)C1CCCCC1	15.8	17.5	-20.5	-9.0	1.2	10.5	-0.842	-0.5	5.5
Cc1ccc(C(=O)CSc2ccccn2)cc1	2.4	-29.8	-30.5	0.0	7.2	-5.3	1.09	2.2	5.3
O=C(Nc1ccccc1N1CCN(c2ccccc2)CC1)c1cccc(F)c1	-28.4	-44.3	-18.8	-1.0	-0.3	-1.4	0.176	20.2	-2.4
COc1ccc2c(=O)c3c(=O)n(Cc4ccco4)c(-c4cc(OC)c(OC)c(OC)c4)nc3oc2c1	-0.1	-3.4	-6.2	nt	2.9	-12.1	0.977	-3.4	-3.6
Cc1c(NC(=O)C2CC(c3ccc(F)cc3)=NO2)c(=O)n(-c2ccccc2)n1C (stereo unspecified)	-0.4	-5.2	-30.7	0.0	8.5	-13.2	-0.967	7.2	nt

Two compounds from above, limited to E coli WT exp, DAT uptake mod and F-actin modifier.
| molecule | E coli WT exp | DAT uptake mod | F-actin modifier |
| --- | --- | --- | --- |
| CCCN1C(=O)SC(CC(=O)Nc2cccc3ccccc23)C1=O (stereo unspecified) | nt | -0.17 | -14.0 |
| CC(=O)N(Cc1cc2c(C)cc(C)cc2[nH]c1=O)C1CCCCC1 | -9.0 | -0.842 | 17.5 |

The results go on:
SMILES	PLK1 PBD inh	F-actin modifier	HUVEC tox TNFa	E coli WT exp	VCAM1 TNFa inh	PLK1 kinase inh	DAT uptake mod	HUVEC tox IL1B	sEH inh
O=Nc1c(O)n(Cc2ccc(Cl)cc2)c2ccccc12	11.4	-18.3	2.7	3.0	-9.9	0.7	-1.39	13.7	10.7
COc1ccc(NC(=O)CN2CCN(CC(=O)Nc3ccccc3Cl)CC2)cc1Cl	-23.1	15.8	-17.3	-1.0	-4.5	-1.5	0.969	24.2	13.7
O=C(c1ccc(CN2CCOCC2)cc1)N1CCC(Cc2ccccc2)CC1	-26.4	15.0	-5.3	10.0	8.1	-6.6	2.05	-12.0	nt
COC(=O)CSc1nnc(Cc2cc(=O)[nH]c(=O)[nH]2)n1-c1cccc(OC)c1	-18.4	7.5	1.0	-3.0	1.4	-8.0	0.145	-25.7	-3.2
COCCN1C=C(C(=O)OC)C(c2ccc(OC)c(OC)c2)C(C(=O)OC)=C1	-33.7	27.9	-2.7	-7.0	-14.2	2.6	0.337	-9.6	-0.4
CCOc1ccccc1-c1nc(C(N)=O)c2[nH]c(=O)n(-c3ccc(F)cc3)c2n1	-23.4	12.7	-71.7	-5.0	19.4	-6.8	-0.365	2.9	-8.9
O=C(Nc1ccccc1SCC1CSc2nc3ccccc3c(=O)n21)c1ccccc1Cl (stereo unspecified)	7.6	-19.4	5.2	5.0	-2.0	-11.8	1.98	2.6	-17.1
O=C(NNC(=O)C1CCCO1)c1ccc(Cl)cc1 (stereo unspecified)	-0.7	-17.6	-3.9	-2.0	-2.9	-1.7	-1.08	-25.3	1.1
COc1ccc(-n2nnc3c(=O)n(Cc4ccccc4C)cnc32)cc1	-19.1	-5.2	-16.8	-11.0	-56.6	-1.9	-1.22	-10.0	2.5
Cc1cc(C(=O)CSc2nc3ccccc3n2C)c(C)n1C	-16.6	-6.5	-29.8	-3.0	-33.3	-15.9	0.494	13.6	1.8
CCNc1nc(N)nc(Oc2ccc(C(=O)OC)cc2)n1	-19.5	3.5	-17.5	3.0	-6.3	-1.5	0.479	-4.1	-2.7
CCOC(=O)CNc1c(-c2ccc(OC)cc2)nc2ccc(Cl)cn12	18.9	-3.1	-12.0	nt	33.0	-11.7	0.459	-34.7	3.8
COCC(=O)N(C)c1nnc(-c2cnccn2)s1	-23.9	-4.6	12.1	5.0	42.0	-9.2	0.373	15.1	-4.5
COC(=O)c1ccc(SCc2cnc(Cl)s2)cc1	19.5	-9.7	-3.3	-7.0	17.4	-8.7	-0.404	0.8	7.3
COc1ccc(OCCN(C)Cc2ccccc2)cc1	-12.2	7.8	9.5	10.0	20.7	-10.6	-0.0898	-12.0	0.9
COc1cccc(OCC(O)CN2C(C)CCCC2C)c1 (stereo unspecified)	-22.1	3.3	-18.9	-5.0	-8.9	-0.3	0.916	14.6	2.4
CCOc1cc(-c2noc(-c3cccnc3)n2)ccc1OC	-15.1	11.0	-27.5	-6.0	-23.5	-22.5	0.302	-11.3	15.5
COCCCn1c(SCC(=O)Nc2nnc(C)s2)nnc1-c1ccoc1C	30.8	3.5	-9.5	-3.0	-1.7	5.3	-0.0365	-5.5	7.0
CCC(C)NS(=O)(=O)c1ccc(OCC(=O)Nc2ccc3c(c2)OCO3)cc1 (stereo unspecified)	-14.3	-15.2	-9.8	-8.0	-6.1	7.9	0.576	4.1	-4.5
CCNC(=S)NNC(=O)c1cc(-c2cccc(C)c2)nc2ccccc12	-23.2	6.2	-2.3	12.0	6.1	-19.7	1.98	4.2	-9.5
CCCC(c1nnnn1C(C)(C)CC)N(Cc1ccco1)Cc1cc2ccc(OC)cc2[nH]c1=O (stereo unspecified)	-28.8	6.4	-4.7	-6.0	0.7	3.3	0.188	-8.1	-0.6
CCOc1ccc(C(C)=O)cc1N1C(=O)C2C(C1=O)C1C=CC2C12CC2 (stereo unspecified)	-10.5	2.0	-13.8	3.0	10.2	-3.0	0.0829	11.6	-3.8
CCOC(=O)C(C)Sc1ccc2nnc(-c3ccc(F)cc3)n2n1 (stereo unspecified)	17.2	-25.2	-5.7	0.0	12.1	4.9	1.2	19.2	-2.3
CCOC(=O)COc1ccc(N)cc1CC(NC(C)=O)(C(=O)OCC)C(=O)OCC	2.4	-9.2	-32.2	1.0	21.9	-2.5	-0.102	0.0	nt
COC(=O)C1CCCN1C(=O)c1cccs1 (stereo unspecified)	18.0	-9.9	-26.7	2.0	5.3	-13.0	-1.28	31.5	7.2

The list goes on.
SMILES	PLK1 PBD inh	F-actin modifier	HUVEC tox TNFa	E coli WT exp	VCAM1 TNFa inh	PLK1 kinase inh	DAT uptake mod	HUVEC tox IL1B	sEH inh
O=C(NC1C=CS(=O)(=O)C1)c1sc2ccccc2c1Cl (stereo unspecified)	-0.9	-25.4	11.4	5.0	17.9	-4.6	-0.307	-31.6	-6.5
COC(=O)CC(=O)CSc1nc2c(cc1C#N)CCC2	-22.9	20.7	-11.2	6.0	24.9	-7.8	0.464	-7.6	12.1
COC(=O)c1ccc2c(=O)n(CCCCCC(=O)NCc3ccccc3)c(=O)[nH]c2c1	0.3	15.3	-40.4	-2.0	15.4	-8.2	-0.105	-35.0	41.7
COc1ccc(CNC(=O)CSc2ncnc3nc[nH]c23)cc1	3.5	-4.4	-7.6	-2.0	1.4	-1.2	0.701	4.4	4.5
Cc1nnc(N(C(=O)c2cnccn2)c2ccccc2)s1	-0.7	-15.0	-4.5	-1.0	-9.3	-10.7	-0.238	2.4	10.3
COc1cccc(-c2[nH]nc3c2C(c2ccoc2)C(C#N)=C(N)O3)c1 (stereo unspecified)	24.1	-11.2	-3.7	2.0	16.8	-7.0	0.103	13.2	1.6
CC(C)Sc1nc2ccccc2c(=O)[nH]1	9.8	-0.2	4.6	8.0	3.6	-7.5	0.997	-6.3	-11.3
COc1cc(Br)cc2cc(C(=O)OC3CCN(C)CC3)c(=O)oc12	-18.4	7.5	-24.9	nt	-10.7	-8.8	0.616	-1.6	-3.6
Cc1ccc(C(=O)COC(=O)c2cccc(NC(=O)c3ccc([N+](=O)[O-])cc3[N+](=O)[O-])c2)cc1	-16.4	-38.9	-15.0	-16.0	6.8	-7.8	0.531	1.3	9.3
CCOC(=O)c1c(C)nc2c(c1-c1cc(OC)c(OC)c(OC)c1)C(=O)c1ccccc1-2	10.3	-6.8	-8.5	-8.0	2.0	-9.1	-0.0872	1.7	-3.6
Cc1ccc(OCCOCCn2ccnc2)c(Br)c1	0.8	1.7	-12.8	21.0	-10.2	0.6	-0.285	7.4	11.2
Cc1sc(N/N=C/c2cccnc2)nc1-c1ccc(Cl)cc1	16.4	16.7	9.1	-10.0	2.2	-4.9	0.703	-10.6	7.3
CC1=CCC2C(=O)N(c3ccc(C(=O)N4CCCCCC4)cc3)C(=O)C2C1 (stereo unspecified)	9.4	nt	-39.8	11.0	-4.5	-3.1	2.07	-1.6	-1.8
